Screens deposited in PubChem by several laboratories.
zVAD death inh – blocks zVAD induced death of L929 cells | L929 zVAD necroptosis rescue, ATP luminescence, 24 h; with zVAD 60 µM | viability rescue, % at 10 µM | 0.38% of 220,000 active | AID 1377;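 active = activation, scaled between plate controls, above about 75%, limit read from the data; inactive = activation under that limit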;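 also: 0% = zVAD with DMSO and 100% = DMSO alone without zVAD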
EP2 antag – EP2 receptor (human) inhibition; 0.52% of 260,000 active; inhibition, % at 25 µM; C6 glioma cells expressing human EP2, cAMP TR-FRET; cells stimulated with saturating PGE2;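 active = percent inhibition above 40 after rounding to a whole number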;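 also: rat C6 glioma host cells with rolipram phosphodiesterase inhibitor present; the protocol text gives 20 µM as final concentration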
PPC-1+TRAIL kill – compounds killing PPC-1 cancer cells with TRAIL present (potentiator screen, no TRAIL-free arm) | PPC-1 cells + TRAIL, ATPLite viability luminescence | cell killing (% activity), % at 4 µM | 0.41% of 220,000 active;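 active = cell killing above 50% in the first pass at 4 µM, then a duplicate retest at 5 µM averaging 50% or more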;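 also: plate controls were cells with TRAIL plus DMSO for no effect and medium-only wells lacking cells for full effect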
FXIIa inh 1536 – factor XIIa (human) inhibition. P00748. purified FXIIa, Boc-QGR-AMC fluorogenic substrate, 2 h. inhibition, % at 5 µM. 0.3% of 220,000 active. AID 800; in the data active = inhibition above about 40%;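 also: 0% = enzyme with no compound and 100% = blank without enzyme; many of its hits are not listed in these tables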
FXIa inh – inhibitors of human coagulation factor XIa. P03951. purified FXIa, Boc-Glu-Ala-Arg-AMC fluorogenic substrate. inhibition, % at 5 µM. 0.14% of 220,000 active;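 active = inhibition of at least 40%; inactive = inhibition below 40%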;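 also: fluorescence of freed AMC excited at 355 nm; 0% = enzyme without compound and 100% = no enzyme blank; many of its hits are not listed in these tables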
Target sequence (P03951 19-387 limits assumed): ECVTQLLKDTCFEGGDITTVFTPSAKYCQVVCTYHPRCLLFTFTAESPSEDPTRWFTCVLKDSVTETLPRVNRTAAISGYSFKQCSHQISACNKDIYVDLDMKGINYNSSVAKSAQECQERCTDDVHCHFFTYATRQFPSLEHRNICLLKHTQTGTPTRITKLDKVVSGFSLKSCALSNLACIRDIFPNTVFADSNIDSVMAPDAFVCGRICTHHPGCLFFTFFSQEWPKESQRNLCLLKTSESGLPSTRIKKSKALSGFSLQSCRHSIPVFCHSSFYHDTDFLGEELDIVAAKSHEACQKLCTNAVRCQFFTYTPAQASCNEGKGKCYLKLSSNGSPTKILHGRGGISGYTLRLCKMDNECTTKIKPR
Target sequence (P03951 388-625 limits assumed): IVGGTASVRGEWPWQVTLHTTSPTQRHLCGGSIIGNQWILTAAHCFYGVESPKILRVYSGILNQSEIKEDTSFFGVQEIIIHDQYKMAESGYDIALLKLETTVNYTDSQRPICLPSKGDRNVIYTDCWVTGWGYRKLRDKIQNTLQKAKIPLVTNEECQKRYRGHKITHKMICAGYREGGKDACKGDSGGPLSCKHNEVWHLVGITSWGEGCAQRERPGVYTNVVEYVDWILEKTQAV
TNF necrop inh – inhibitors of TNF-alpha induced necroptosis in Jurkat FADD-/- cells; Jurkat FADD-/- TNF necroptosis rescue, ATP luminescence, 24 h; 0 = TNF only, 100 = no-TNF cells; activation (protection from cell death), % at 10 µM; 0.068% of 220,000 active;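 active = activation, meaning protection from cell death, of at least 50% relative to plate controls; inactive = activation below 50%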;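 also: necroptosis triggered by 40 ng/mL TNF-alpha added together with compound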
CHOP inh – inhibitors of CHOP induction in ER stress response. CHO-K1 CHOP-promoter luciferase, tunicamycin-induced, 15-18 h. inhibition, % at 10 µM. 3.8% of 220,000 active;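 active = compounds that reduced the stress-induced luciferase reporter signal by more than about 70% of percent inhibition, limit read from the data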;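 also: 0% = tunicamycin plus vehicle and 100% = wells without tunicamycin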
Tb hexokinase – blocks Trypanosoma brucei hexokinase 1 activity; recombinant TbHK1, G6PDH-coupled NADH A340; inhibition, % at 10 µM; 0.11% of 220,000 active;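 active = inhibition of 50% or more in the single-dose primary screen; inactive = inhibition below 50%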
Wee1 stabilizer – blocks degradation of human Wee1 kinase | 1.2% of 220,000 active | reporter increase, % at 5 µM | P30291 | HeLa Luc-Wee1K328M stability, luciferase luminescence; 100% = proteasome inhibitor MG132 effect | AID 1321;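 active = activation above the mean of all tested compounds plus 3 SD, set per screening run, cut at about 8.8% in these data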;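 also: cells exposed to compound for 20 h before luminescence read; 0% = DMSO alone and 100% = MG132 at 30 µM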
Active calls of the source: *; · = not tested or not shown; & = joins results of further samples.

mol	zVAD death inh	EP2 antag	PPC-1+TRAIL kill	FXIIa inh 1536	FXIa inh	TNF necrop inh	CHOP inh	Tb hexokinase	Wee1 stabilizer
CCOC(=O)C1=C(C)NC2(O)c3ccccc3C(=O)C12O (stereo not given)	0.1	7	19	14	4	-2.6	1	-2	6
O=C(NCCN1CCOCC1)c1cc(Sc2cccc(Cl)c2)nc2ccccc12	8.2	7	13	9	1	6.5	20	-13	-1
N#C/C(C(=O)N1CCCCC1)=C1\Nc2ccccc2S1	0.4	7	11	-10	4	-0.2	18	-61	4
COC(=O)c1cc(C(=O)c2cc(F)ccc2O)cn2c(=O)c3c(C)c(C)sc3nc12	-0.8	12	-7	7	6	-16	24	-22	-1
Fc1ccccc1C1c2[nH]c3ccccc3c2CCN1Cc1cccn1-c1ncccn1 (stereo not given)	-1.3	3	1	10	4	0.5	7	0	2
COC(=O)C(C)Sc1nc2c(cnn2-c2ccc(C)cc2)c(=O)[nH]1 (stereo not given)	-0.3	10	14	27	14	0.6	1	6	2
Cc1ncc([N+](=O)[O-])n1CC(=O)N/N=C/c1ccc(F)cc1	2.7	10	5	4	-7	0.3	-5	-6	0
CCCc1cc(-c2nc(N)ncc2-c2ccc3c(c2)OCCCO3)c(O)cc1OC	0.8	9	4	7	-4	-1.0	106*	-4	-1
NC1=NC(=O)/C(=C\c2ccc(O)c([N+](=O)[O-])c2)S1	0.0	5	-3	9	9	-3.3	-10	3	-2
COc1ccc2c(CC(=O)NCc3cccs3)coc2c1	-0.2	7	26	-2	-6	1.7	4	2	1
Cc1ccc(C(=O)COC(=O)c2cc(=O)[nH]c3ccccc23)cc1	-0.8	11&4	19	1	-5	0.2	19	-4	-1
CCOC(=O)c1c(NC(=O)c2c(C)noc2C)sc2c1CCCCC2	-0.1	8	11	17	-6	-0.7	-20	-9	0
CCOC(=O)C1C(=O)NC(N2CCCCC2)=NC1C(C)C (stereo not given)	3.1	11	26	5	-5	1.8	25	-3	0
CCOC(=O)c1ccc(NC(=O)CSc2nnc(CNc3ccc(OC)cc3)n2C)cc1	-0.3	11	-5	5	-5	-0.2	41	-3	-1
CNc1ccc(Br)cc(C(=O)/C=C/c2ccc(Cl)cc2Cl)c1=O	-2.5	4	16	6	0	-4.3	103*	-7	3
CCCN(CCC)CCNC(=O)c1cc2c(=O)n(CC)c3ccccc3c2s1	1.0	7	11	2	-2	-8.3	-3	-30	1
CNC(=S)NC1CC2CCCC(C1)N2Cc1ccco1 (stereo not given)	-0.3	12	22	-7	-8	-3.3	23	2	-2
CC1CCN(S(=O)(=O)c2ccc(C(=O)NCc3ccco3)cc2)CC1	25	3	8	6	-3	1.4	18	0	-2
Nc1n[nH]c(S(=O)(=O)CCCc2ccccc2)n1	1.9	7	-19	9	5	-0.5	20	7	0
O=C(CSc1c2c(nc3ccc(Cl)cc13)CCCC2)NCc1ccco1	0.4	6	8	15	22	-3.8	34	-6	-1
CCCn1c(=N)n(CC(=O)C(C)(C)C)c2ccccc21	-0.5	13	-10	15	-1	0.9	14	11	-2
CCOc1cc(NS(=O)(=O)c2ccc(OC)cc2)c(OCC)cc1NC(=O)c1ccco1	1.6	5	9	16	9	-0.4	-10	-2	-1
Cc1ccccc1N=C1N=C(N)c2ccccc21	1.1	4	-6	10	-4	-1.9	20	-3	-1
c1nc(N2CCCC2)c2[nH]cnc2n1	0.1	7	-10	15	8	-3.3	9	5	-3
CCOc1cccc(-c2nnc3n2N=C(c2cc(OC)ccc2OC)CS3)c1	0.6	7	22	14	4	-12	61	-7	4
O=C(NC(c1ccccc1)c1ccccc1)C1(c2cccs2)CCOCC1	0.6	10	10	10	-2	-1.5	-27	0	2
Cn1c2ccccc2c2c(C(=O)N3CCN(C(=O)c4ccco4)CC3)cn(C3CCCCC3)c(=O)c21	1.7	12	11	-11	-9	2.2	-25	-22	-1
COc1cc(NC(=O)c2cccc(Br)c2)nc(OC)n1	-0.6	6	2	11	-2	0.4	-29	-1	0
CCOC(=O)C1(Cc2ccccc2C(F)(F)F)CCN(C2CCN(C(C)C)CC2)CC1	3.0	14	13	12	-3	-0.4	-10	6	-2
Cc1ccc(CNC(=O)CN(Cc2cccs2)C(=O)C2(C)CC(=O)N=C3C=CC=CN32)cc1 (stereo not given)	0.6	15&6	2	6	6	0.9	22	-9	-2
COc1c(C)cc(C(=O)C2CCCN(C(=O)Cn3ccc(C)n3)C2)cc1C (stereo not given)	11	10	34	7	-6	0.3	-7	-7	2
Clc1ccc(Cn2ncc3c(N4CCCC4)ncnc32)cc1	-0.1	11	-1	8	1	0.0	18	2	16*
COc1cc(/C=N/NC(=O)COc2cc(C)cc(C)c2)ccc1OS(=O)(=O)c1ccc(C)cc1	3.9	1	12	15	2	1.9	41	-20	0
O=C(O)CCCC(=O)N1CCN(c2cccc(Cl)c2)CC1	0.4	4	16	20	19	-4.5	-1	4	3
CCNc1nc(NCC)nc(N(n2cnnc2)S(=O)(=O)c2ccc(C)cc2)n1	0.4	6	-26	13	7	0.9	-24	1	-2
Cc1c(O)ccc(/C=N/Nc2nc(-c3cccnc3)nc3ccccc23)c1O	20	15	0	5	0	-19	24	-20	2
CN1CCc2c(n(CC(O)CN(CCO)CCO)c3ccccc23)C1=O (stereo not given)	-2.4	3	13	10	4	1.3	35	3	0
Cc1cccc(NC(NC(=O)Cc2ccccc2)C(Cl)(Cl)Cl)c1 (stereo not given)	0.3	4	16	5	1	0.7	46	5	2
CC(C)N1CCC(=NNC(=O)c2ccccc2[N+](=O)[O-])CC1	2.5	9	2	6	1	1.3	8	0	1
CCCCC1=CC2=CC(=O)C(C)(OC(=O)CC)C(=O)C2=CN1C1CCCCC1 (stereo not given)	1.2	17	2	7	1	0.9	-2	-45	·
Cc1cc(C)nc(NNC2=CC(=[N+]3CCCCC3)CC(C)(C)C2)n1	-1.1	7	-5	8	0	-0.1	2	-20	3
CCc1c(C(=O)Nc2ccc(OC)cc2)[nH]c(C)c1C(C)=O	2.5	7	6	9	-3	-1.7	-27	-2	0
CCn1c(=N)c(C(N)=O)cc2c(=O)n3cccc(C)c3nc21	0.9	·	·	·	·	-4.2	·	-8	5
COc1ccc2sc3c(=O)[nH]c4ccccc4c3c2c1	3.7	23	8	6	-3	5.9	97*	-8	-2
CC(Sc1nnc(COc2ccc3ccccc3c2)n1C)C(=O)O (stereo not given)	-0.2	6	4	15	-4	1.3	-10	-1	-1
C/C(=N\O)c1cc(Cl)ccc1O	1.4	12	10	-1	-4	-0.7	30	-7	5
CS(=O)(=O)N(CC(=O)NCCSCc1ccccc1)c1ccccc1	1.2	12	0	-2	-7	0.8	-11	-3	7
CC(C)n1cnc2c(Nc3cccc(Cl)c3)nc(N(CCO)CCCO)nc21	21	11	9	10	4	-7.9	62	-20	·
CN1CCN(/C=N/C2=C(C#N)C(c3ccccc3)C3=C(CC(C)(C)CC3=O)O2)CC1 (stereo not given)	-0.2	9	15	8	-4	-1.0	1	-12	-2
CC(=O)Nc1ccc(C(=O)N/N=C/c2ccccc2OC(=O)c2ccc(Cl)cc2)cc1	1.9	16	18	-5	-17	-16	-5	-20	1

Going on with the list.
mol	zVAD death inh	EP2 antag	PPC-1+TRAIL kill	FXIIa inh 1536	FXIa inh	TNF necrop inh	CHOP inh	Tb hexokinase	Wee1 stabilizer
COc1ccc(-n2cc(C#N)c(=O)[nH]c2=O)cc1	-0.6	8	23	7	-1	-0.8	1	-2	-3
CCOC(=O)c1ccc(NC(=O)c2nc[nH]c2C(=O)NCc2ccccc2)cc1	-0.8	23	0	8	3	3.3	94*	-6	·
COC(=O)C1=C(C)N(C)C(=S)NC1c1cc(OC)ccc1OC (stereo not given)	0.3	6	-9	-1	-7	1.4	-5	-6	-1
CCOC(=O)c1sc2nc(C)nc(NCCc3ccccn3)c2c1C	2.8	3	-13	3	-6	3.0	8	-16	0
O=C(N/N=C/c1ccco1)c1cc(-c2ccc(Cl)s2)[nH]n1	3.8	7	2	0	4	-3.1	7	-8	0
C(=N\c1nc2ccccc2n1CCN1CCCCC1)/c1cccs1	-0.3	13	7	-4	-20	-2.1	-1	2	1
Cc1cc(N2CCOCC2)nc2ccc(NC(=S)NCc3ccc4c(c3)OCO4)cc12	2.3	7	-12	5	-4	0.0	15	-6	0
CC(=O)c1ccc(N2CCN(C(=O)CCN3C(=S)NC(C)(C)CC3C)CC2)cc1 (stereo not given)	3.4	9	3	11	1	1.0	-1	-24	1
O=C(CCN1CCOCC1)NNC(=O)/C(=C/c1ccccc1)NC(=O)c1ccccc1	1.5	4	7	-4	-3	1.9	-20	-5	-2
CCCC(=O)Nc1cccc(NC(=O)c2ccc(C)c([N+](=O)[O-])c2)c1	0.7	7	6	2	-2	-0.8	56	2	1
CCOc1nc(C)ccc1-c1noc(-c2ccccc2OC)n1	-0.6	7&6	18	12	7	-1.8	72*	-4	4
O=C(NCCCl)Nc1cc([N+](=O)[O-])ccc1Cl	2.4	10	16	·	-5	-0.5	13	-6	0
CN(C)c1ccc(C(=S)N2CCN(Cc3ccccc3)CC2)cc1	-0.1	7	19	5	0	3.2	23	-1	4
COc1ccc(NC(=O)CC(C)c2ccccc2)c([N+](=O)[O-])c1 (stereo not given)	0.3	14	17	14	4	0.8	-13	-5	1
CCOC(=O)c1ccc(NC(=O)c2ccc(NC(=O)c3ccccc3)cc2)cc1	0.7	7	-12	9	-9	0.0	-9	-8	-1

These rows are one share of the data; count on the stated rates, not on these rows.
